From PubChem BioAssay
HepG2 viability: counter-screen for TGF-b inhibitors: cytotoxicity in HepG2 cells. HepG2 CAGA-GFP viability, ATP luminescence, 18 h. Potency, µM (series often up to 46.1 µM), inactives show at the top dose activity change, negative = cytotoxicity, most hits filed as cytotoxic. 410,000 compounds, 0.76% hits. AID 588856; also: potency is read from the fitted curve at half-maximal effect; some results filed as inactive show a strong effect at the top dose
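HepG2 CAGA-GFP cells (1000/well, DMEM with 1% FBS) received compound, then TGF-beta at 500 pg/mL final, and were incubated 18 hours at 37 degrees C. Viability was read by CellTiter-Glo luminescence. Media-only wells were set as complete cell-killing and DMSO as no toxicity.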
Nrf2 activator: Nrf2 pathway activation; AREc32 ARE-luciferase reporter (MCF7-derived line), luminescence, 24 h; Potency, µM (series often up to 46.1 µM), for the others: top-dose activation, hits mostly activators; 410,000 compounds, 0.31% hits; also: potency is read from the fitted curve at half-maximal effect; % of control where 0% means no effect; nearly all actives have a fitted effect of over 65% in size
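AREc32_Fluc, 1000 cells/well, OPTI-MEM + 5% FBS, o/n 37 deg C 5% CO2; 23 nL cpd by pin tool, 24 hr; Steady-Glo 30 min RT, luminescence.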
A549 tox: A549 cytotoxicity, counter-screen for Nrf2 inhibitors | 390,000 compounds, 0.16% hits | A549 ARE-Fluc cells, CellTiter-Fluor viability, 18-24 h | Potency, µM (doses to about 46 µM), for the others: at the top dose activity change, negative = cytotoxicity, hits mostly inhibitors; also: potency is read from the fitted curve at half-maximal effect; % is scaled to controls: 0 for no effect and ±100 for the full control effect
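A549 ARE-Fluc cells in 5% FBS OPTI-MEM, 5000 cells/well, rested 2 h then exposed to compounds in concentration-response for 18-24 h at 37 °C. Viability by CellTiter-Fluor fluorescence (Ex 405/Em 525) after 30 min; luciferase luminescence (BugLite, 15 min, RT) read afterwards.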
Abeta yeast res: A-beta toxicity reversal in yeast; yeast expressing A-beta42, growth rescue, OD600, 48 h; response scale: 0% DMSO, 100% iron-clioquinol control; Potency, µM (doses to about 46.1 µM), for the others: at the highest dose growth rescue, most hits filed as activators; 410,000 compounds, 0.063% hits; AID 1347071; also: potency is read from the fitted curve at half-maximal effect; nearly all actives have a fitted effect of over 55% in size
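Growth rescue measured by 600 nm absorbance after 48 h yeast culture at 30 C with compound. Values normalized between DMSO and an equimolar ferric chloride plus clioquinol control.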
Nrf2 block: blocks Nrf2 signaling. A549 ARE-Fluc reporter, luciferase luminescence, 18-24 h. Potency, µM (titrated, usually from 46 µM), for inactives: at the highest dose activity change, negative = inhibition, usual class: inhibitors. 360,000 compounds, 2.1% hits; also: potency is read from the fitted curve at half-maximal effect; % is scaled to controls: 0 for no effect and ±100 for the full control effect; nearly all actives have a fitted effect of over 60% in size
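Cells were seeded and rested 2 h, then exposed to compounds for 18-24 h. CellTiter-Fluor was read first as a viability measure. BugLite was added 15 min before the final luminescent read of ARE-luciferase activity in A549 cells.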
TGFb SMAD3 inh: TGF-b pathway inhibition. HepG2 CAGA-GFP TGF-b/SMAD3 reporter, GFP fluorescence, 18 h; TGF-beta stimulated, 500 pg/mL final. Potency, µM (highest dose often 46.1 µM), without a hit: top-dose activity, negative = inhibition, hits mostly inhibitors. 410,000 compounds, 1.2% hits; also: potency is read from the fitted curve at half-maximal effect; % is scaled to controls: 0 for no effect and ±100 for the full control effect; nearly all actives have a fitted effect of over 65% in size
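HEPG2 CAGA-GFP cells (1000/well, DMEM with 1% FBS) were pre-incubated 2 h at 37 degrees C, given compound by pin tool, then stimulated with TGF-beta at 500 pg/mL final for 18 h before per-cell GFP fluorescence imaging.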
MmCpn inh: blocks the Methanococcus maripaludis chaperonin Mm-Cpn; purified Mm-Cpn ATPase, ADP Transcreener TR-FRET; Potency, µM (doses to about 76.9 µM), for inactives: at the highest dose activity, negative = inhibition, actives largely listed as inhibitors; 330,000 compounds, 0.031% hits; AID 504842; also: potency is read from the fitted curve at half-maximal effect; % is scaled to controls: 0 for no effect and ±100 for the full control effect; nearly all actives have a fitted effect of over 80% in size
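Inhibition of chaperonin ATP hydrolysis is measured as reduced ADP production, detected by competitive TR-FRET in which signal falls with ADP. Final enzyme 25 nM and ATP 10 uM, reacted 30 min at 37°C.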
CCT chaperon mod: cytosolic chaperonin activity modulation | purified chaperonin ATPase assay, HTRF ADP detection, 30 min | activity change, % (no concentration beside the values), hits read low | AID 651819 | 360,000 compounds, 0.3% hits; in the data active = activity change below about -30%; also: % is scaled to controls: 0 for no effect and ±100 for the full control effect
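First, chaperonin was dispensed at 40 nM or 20 nM final depending on batch activity. Next, compounds were pinned at 76 uM and ATP added at 10 uM. After 30 min at 37 °C, ADP detection reagents ran 30 min at ambient temperature.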
pAkt inh: blocks phosphorylation of Akt. Neuro2A IGF-stimulated pAkt S473 HTRF, 20 min; active compounds read low. activity change, % for hits at 50 µM. 360,000 compounds, 0.32% hits; in the data active = activity change below about -80%; inconclusive = mostly about -51% to -80%; also: % is scaled to controls: 0 for no effect and ±100 for the full control effect
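Neuro2A cells (4,500/well, DMEM with 0.5% FBS) were treated with compound at a single 50 µM final concentration, stimulated with 6 nM IGF for 20 min at 37 °C, and lysed. Phospho-Akt Ser473 was read by HTRF as 665/615 ratio ×10^4.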
Starred values were filed as active, the others as inactive; i = inactive; ? = inconclusive; . = not tested or not shown. Unless noted, calls follow the shape of the dose curve; as a rule, active = well fitted curve in the direction sought with a large enough effect; inconclusive = small, poorly fitted or top-dose-only effect, or another doubt; inactive = no such curve, though single readings can be large; an effect the other way counts as inactive or inconclusive.

Results follow in this order: HepG2 viability	Nrf2 activator	A549 tox	Abeta yeast res	Nrf2 block	TGFb SMAD3 inh	MmCpn inh	CCT chaperon mod	pAkt inh
- O=C(Nc1cccnc1)c1ccccc1-c1ccccc1
→ 6%	3.1%	-1%	10%	29%	19%	2%	0.5	i
- C/C(CC(=O)N1CCN(C=O)CC1)=N\NC(=O)c1cccc([N+](=O)[O-])c1
→ 0%	8.7%	-5%	7%	2%	28%	0%	2.5	i
- Cc1noc(C)c1CSc1ncnc2sc(C)c(C)c12
→ -2%	-0.6%	4%	-5%	-26%	-7%	-1%	-2.6	i
- COc1ccc(OC)c(S(=O)(=O)NCC(c2ccco2)N2CCc3ccccc32)c1 (stereo not given)
→ -24%	0.7%	-22%	1%	?	?	-3%	-2.7	i
- CCOc1ccc(NC(=S)N=Nc2c(O)[nH]c3ccccc23)cc1
→ 8.9µM*	2.2%	-15%	-1%	?	7.9µM*	1%	-1.1	i
- COc1cccc(COc2ccc3c(C)cc(=O)oc3c2)c1
→ -25%	3.3%	1%	-13%	?	4%	-1%	-9.1	i
- O=C(NNC(=O)C12CC3CC(CC(C3)C1)C2)c1cccc([N+](=O)[O-])c1
→ -34%	10µM*	-5%	8%	-9%	-20%	2%	-1.5	i
- O=C(c1ccc(Cl)s1)N1CCN(c2ccccc2)CC1
→ 1%	4.2%	3%	3%	?	-18%	-1%	-0.4	i
- Cc1occc(=O)c1OC(=O)Nc1ccccc1
→ -23%	5.2%	-4%	29%	29%	-27%	-2%	-5.5	i
- CC1=C(N2CCCCC2)CCC1=O
→ 1%	0.0%	-3%	9%	4%	-1%	.	-2.8	i
- COc1ccc(C2=NOC(C(=O)N(C)Cc3ccccc3)C2)cc1 (stereo not given)
→ 1%	0.0%	-7%	-9%	?	4%	-2%	1.1	i
- CCOc1cc(/C=C2\C(=N)N3N=C(C)SC3=NC2=O)ccc1OCCOc1ccccc1
→ -7%	-0.7%	-4%	-2%	-19%	3%	2%	0.2	i
- Cc1ccc(NC(=O)NC2CC(=O)N(c3ccc4c(c3)OCCO4)C2)cc1F (stereo not given)
→ -44%	0.1%	-1%	-2%	6%	-26%	2%	-1.4	i
- O=C(C1CCN(S(=O)(=O)c2ccccc2F)CC1)N1CCc2ccccc2C1
→ 8%	-0.6%	0%	6%	-22%	-24%	-1%	-1.2	i
- CCC(C)C1C(C#N)=C(N)Oc2n[nH]c(C)c21 (stereo not given)
→ -24%	11%	0%	5%	-4%	-20%	-2%	0.4	i
- O=C(N/N=C/c1c[nH]c2ccccc12)c1ccn(Cc2ccc(Cl)cc2Cl)n1
→ -3%	1.1%	?	8%	.	?	-19%	0.4	i
- O=C(Cn1c(=O)n(Cc2ccc3c(c2)OCO3)c(=O)c2oc3ccccc3c21)Nc1ccc(F)cc1
→ -13%	-0.4%	-1%	-1%	?	0%	.	.	.
- CCOC(=O)CSc1nc2sc3c(c2c(=O)n1CC)CCCC3
→ -9%	3.4%	3%	-9%	1%	-4%	.	.	.
- O=C(CSc1nc2ccccc2c(=O)n1-c1ccccc1)NCc1ccco1
→ 6%	1.5%	-2%	9%	.	11%	-2%	-1.0	i
- Cc1ccnc(-n2c(C)cc(/C=N/NC(=O)COc3cccc4cccnc34)c2C)c1
→ 12%	2.5%	1%	3%	-4%	-4%	0%	-1.1	i
- CCC1(CC)Cc2ccccc2C(CC(=O)N2CCOCC2)=N1
→ -13%	-0.8%	-2%	-17%	-1%	-28%	-2%	0.5	.
- Cc1ccc([N+](=O)[O-])cc1NC(=O)c1ccccc1
→ 0%	7.9µM*	-2%	-6%	1%	10%	2%	-1.0	i
- COCC(=O)NC1CC(C)(C)Cc2c1cnn2-c1ccc(F)cc1 (stereo not given)
→ 10%	0.1%	1%	-9%	29%	12%	0%	0.2	i
- Cc1ccc(C)c(OCC(=O)Nn2c(C)nc3ccccc3c2=O)c1
→ -5%	-0.3%	-1%	6%	-13%	-2%	0%	-1.8	.
- CCN1CCN(C(c2ccc(F)cc2)c2nnnn2Cc2cccs2)CC1 (stereo not given)
→ 6%	-0.4%	2%	-16%	6%	3%	2%	1.4	i
- O=C(NCc1ccccc1)c1nc[nH]c1C(=O)N1CCc2ccccc2C1
→ -3%	0.6%	7%	1%	2%	11%	1%	0.6	i
- CCOc1c2ccc(C(=O)NCCc3cccs3)cc2nn1CC
→ 3%	-1.0%	1%	-3%	?	-4%	-4%	0.3	i
- CN(Cc1cccc(Cl)c1Cl)c1ccc(S(=O)(=O)N2CCCCC2)cc1[N+](=O)[O-]
→ -42%	-0.3%	4%	-3%	?	?	1%	2.3	i
- COc1cc2[nH]c(=O)n3nc(-c4ccccc4)nc3c2cc1OC
→ 0%	-0.9%	.	2%	7%	-7%	-1%	-3.6	i
- Cc1c(C2=CCN(S(=O)(=O)c3ccc(Cl)cc3)CC2)c2ccccc2n1CC(=O)N1CCCC1
→ -3%	0.0%	-5%	1%	-7%	-5%	.	.	.

In the list so far, these have two or more sulfur atoms.
Results follow in this order: HepG2 viability	Nrf2 activator	A549 tox	Abeta yeast res	Nrf2 block	TGFb SMAD3 inh	MmCpn inh	CCT chaperon mod	pAkt inh
- Cc1noc(C)c1CSc1ncnc2sc(C)c(C)c12
→ -2%	-0.6%	4%	-5%	-26%	-7%	-1%	-2.6	i
- CCOC(=O)CSc1nc2sc3c(c2c(=O)n1CC)CCCC3
→ -9%	3.4%	3%	-9%	1%	-4%	.	.	.

Next records.
Results follow in this order: HepG2 viability	Nrf2 activator	A549 tox	Abeta yeast res	Nrf2 block	TGFb SMAD3 inh	MmCpn inh	CCT chaperon mod	pAkt inh
- CCOC(=O)Cn1c(CN2CCN(c3cccc(Cl)c3)CC2)nc2c1c(=O)[nH]c(=O)n2C
→ -19%	3.2%	-1%	-19%	-26%	?	-2%	-0.4	i
- CSc1cc(-c2ccccc2)[nH]c(=O)c1C#N
→ 10%	6.7%	0%	-6%	-15%	9%	2%	-0.4	i
- CCOc1ccccc1C(=O)Nc1c[nH]c(=O)[nH]c1=O
→ 0%	3.3%	-11%	0%	-15%	15%	0%	0.2	i
- O=C(COc1ncnc2ccccc12)NCCCN1CCCC1=O
→ 2%	0.3%	4%	0%	4%	3%	0%	-2.4	i
- COc1ccc(NC(=S)Nc2ccc3snnc3c2)cc1
→ -34%	6.3%	17%	-1%	?	-2%	-7%	1.3	i
- COc1ccccc1CNC(=O)CN(C)c1nn2c(=O)cc(C)nc2s1
→ 3%	0.6%	0%	-15%	5%	1%	.	.	.
- O=C(CCCc1c[nH]c2ccccc12)NCCc1c[nH]c2ccccc12
→ -16%	5.7%	1%	-17%	-10%	-4%	1%	-5.9	i
- COc1ccc(N2C(=O)CC(N(CCc3ccc(S(N)(=O)=O)cc3)C(=S)Nc3ccccc3)C2=O)cc1 (stereo not given)
→ -21%	10.0%	-12%	-10%	-22%	-5%	-3%	-3.2	i
- CCOC(=O)c1c(C)oc2ccc(O)c(CN3CCCCC3)c12
→ -35%	-0.7%	2%	8%	-20%	-9%	1%	2.2	i
- CCCCCCCCN1C(=O)[C@H](CC(=O)NCc2ccccc2)C[C@@]2(C(=O)OCC)CCCC=C12
→ .	-2.2%	.	3%	.	.	.	-2.6	i
- COc1ccccc1-c1ccc2c(c1)C(C)(Cc1ccc(F)c(Cl)c1)C(=O)N2 (stereo not given)
→ -97%	-3.7%	.	14%	.	?	.	-2.1	i
- CCc1noc(C)c1C(=O)Nc1nc(-c2ccc(OC)cc2)cs1
→ 0%	2.6%	-4%	14%	-2%	-16%	-4%	0.0	i
- CC(C)(C)NC(=S)NNC(=O)[C@H]1C[C@@H]1c1ccccc1
→ -42%	0.3%	-14%	22%	?	-33%	1%	-0.4	i
- O=C(Nc1ccc2c(c1)OCCO2)c1ccc(CN2CCOCC2)cc1
→ 1%	0.6%	-16%	14%	.	-2%	1%	1.1	i
- CC1(C)CC2(CCO1)N1CC3(C)CN2CC(C)(C1)C3=O (stereo not given)
→ 4%	0.2%	-2%	8%	-25%	3%	.	-7.3	i
- CN1C[C@@H]2[C@@H]3C(=O)N(Cc4ccccc4)C(=O)[C@@H]3[C@](C)(C1=O)N2C(=O)c1ccc(F)cc1
→ 5%	0.3%	-3%	1%	8%	-6%	.	-2.2	i
- CCN(CC)S(=O)(=O)c1cccc(C(=O)N/N=C/c2ccc(O)c(O)c2O)c1
→ -40%	-0.5%	-2%	-19%	-28%	?	-1%	0.6	i
- COc1ccccc1C(=O)N/N=C/c1cnc2ccccc2n1
→ -5%	2.3%	0%	10%	25%	2%	3%	-1.7	i
- C/C(=N\Nc1cccc([N+](=O)[O-])c1)c1ccccc1O
→ -18%	18%	-7%	-9%	?	2%	2%	-1.9	i
- O=C1OCCC1(c1ccccc1)c1ccccc1
→ -10%	0.0%	-1%	-11%	-23%	-14%	0%	0.1	i
- CCc1ccc(/C=C(\C#N)C(=O)NC2CCS(=O)(=O)C2)cc1 (stereo not given)
→ -34%	3.7%	-4%	-1%	?	17%	-3%	-4.2	i
- Cc1ccc(N2CC(NC(=O)c3ccc(S(=O)(=O)N4CCCC4)cc3)CC2=O)cc1C (stereo not given)
→ 3%	2.9%	-3%	0%	.	-3%	.	.	.
- Cc1c(Br)cc(-c2nnco2)cc1Br
→ 3%	-0.1%	-6%	-12%	10%	1%	1%	0.9	i
- O=C1CCC/C1=C\c1ccccc1
→ 7%	-0.6%	0%	10%	5%	2%	1%	1.4	i
- CCCC(=O)OCC(=O)Nc1ccccc1Sc1ccccc1
→ 11%	-0.2%	1%	3%	10%	1%	-1%	-1.8	i
